High-throughput results (PubChem)
GRIN3A LBD mod: binders of NR3A ligand-binding domain, primary screen, biophysical, differential scanning fluorimetry, uHTS; NR3A LBD differential scanning fluorimetry, Tm shift; 0% = protein alone, 100% = glycine-bound protein; Tm shift relative to glycine control, % at 25 µM; 340,000 tested, 2.5% active; AID 1259313, 2017;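 active = melting temperature shift of at least 10% of the positive control shift, at one fixed dose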
tim10-1 inh: growth inhibitors of tim10-1 mutant yeast, primary screen, luminescence, uHTS; S. cerevisiae tim10-1 ts strain growth, BacTiter-Glo, 24 h; inhibition, % at 20 µM; 330,000 tested, 2.2% active;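 active = inhibition of at least 40%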;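 also: mutant grown at 25 °C; 0% = DMSO wells with yeast and 100% = wells holding no yeast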
MIN6 prolif: inducers of MIN6 beta-cell proliferation, primary screen, ATP luminescence, uHTS; MIN6 cells proliferation, ATPlite luminescence, 48 h; cells starved in 0.2% serum; 100% = growth in 10% serum; proliferation, % at 10 µM; 330,000 tested, 0.29% active; AID 2380, 2010;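 active = compounds whose signal lies at least 3.5 SD above the mean of all wells on their plate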;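 also: 0% = DMSO-treated cells in low-serum medium and 100% = 10% serum control; some compounds called inactive have numbers as strong as hits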
APJ antag: antagonists of human apelin receptor APJ, primary screen, CHO-K1 cells, beta-arrestin complementation, luminescence; inhibition, % at 20 µM; 330,000 tested, 0.32% active; AID 2521, 2010;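 active = inhibition above about 40% at 20 µM, limit read from the data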;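 also: cells challenged with 10 nM apelin-13 agonist together with compound; plate controls were apelin-13 plus DMSO wells for no effect and DMSO wells lacking apelin-13 for full effect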
Target sequence (P35414 whole entry, looked up): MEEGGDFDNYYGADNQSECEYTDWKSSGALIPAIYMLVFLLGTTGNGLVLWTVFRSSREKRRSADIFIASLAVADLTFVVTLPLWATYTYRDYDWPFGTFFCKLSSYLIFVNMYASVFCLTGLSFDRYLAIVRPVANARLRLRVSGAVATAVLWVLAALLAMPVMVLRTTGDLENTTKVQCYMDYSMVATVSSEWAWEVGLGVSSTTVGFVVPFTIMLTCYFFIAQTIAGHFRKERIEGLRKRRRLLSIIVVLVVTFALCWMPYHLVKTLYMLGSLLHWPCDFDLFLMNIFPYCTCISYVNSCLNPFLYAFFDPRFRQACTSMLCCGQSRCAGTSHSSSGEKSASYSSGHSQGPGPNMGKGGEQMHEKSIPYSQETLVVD
NLRP3 yeast inh: NALP3 inflammasome inhibitors in reconstituted yeast, primary screen, luminescence, uHTS | Yeast reconstituted NLRP3/ASC/caspase-1, beta-gal luminescence, 24 h | inhibition, % at 10 µM | 330,000 tested, 0.39% active | AID 2825, 2010;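 active = inhibition of 50% or more; inactive = inhibition below 50%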;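 also: plate controls were induced DMSO wells for no effect and uninduced yeast grown without galactose for full effect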
TIM10 inh: growth inhibitors of isogenic TIM10 control yeast, primary screen, counter-screen for tim10-1 yeast inhibitor project, luminescence, uHTS; S. cerevisiae TIM10 strain growth, BacTiter-Glo luminescence, 24 h; inhibition, % at 10 µM; 330,000 tested, 1.4% active; AID 463195, 2010;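 active = inhibition of 40% or more at the single tested concentration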;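 also: wild-type TIM10 isogenic control strain grown at permissive 25 °C; 0% = DMSO yeast wells and 100% = minimal medium wells without yeast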
APJ agonist: agonists of human apelin receptor APJ, primary screen, CHO-K1 cells, PathHunter beta-arrestin, luminescence; P35414; 0% DMSO wells, 100% apelin; activation, % at 20 µM; 330,000 tested, 0.11% active; AID 2520, 2010;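 active = activation more than six SD over the plate average, tested at 20 µM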;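 also: 0% = DMSO alone and 100% = apelin-13 at 10 nM; some results filed as inactive read as strong as hits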
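Assay system: CHO-K1 cells stably expressing ProLink-tagged human APJ and arrestin–beta-gal acceptor. Compound dosing: 20 µM single point, 1% DMSO. Times: 16-18 h seeding, 90 min dark compound exposure, 60 min detection. Detection: beta-gal luminescence. Evaluation: APJ–arrestin association signal. Controls: negative DMSO alone, positive Apelin-13 at 10 nM.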
tim23-1 inh: growth inhibitors of tim23-1 mutant yeast, primary screen, luminescence, uHTS | AID 463212, 2010 | S. cerevisiae tim23-1 growth, BacTiter-Glo luminescence, 24 h | inhibition, % at 20 µM | 330,000 tested, 1.3% active;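 active = growth inhibition of the mutant yeast at or above 50%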;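 also: temperature-sensitive mutant grown at 25 °C; plate controls were DMSO-treated mutant yeast for no effect and medium wells lacking yeast for full effect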
MPTP block: mitochondrial permeability transition pore inhibitors, primary screen, biochemical, isolated mouse mitochondria, absorbance. Ca2+ swelling absorbance, 30 min. inhibition, % at 10 µM. 360,000 tested, 1.4% active. AID 602449, 2012;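 active = inhibition of 50% or more, scaled per plate between neutral and stimulator controls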;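 also: 0% = DMSO wells given calcium and 100% = 1 mM EGTA wells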
Active calls of the source: *.

A first look:
Values run as follows: GRIN3A LBD mod	tim10-1 inh	MIN6 prolif	APJ antag	NLRP3 yeast inh	TIM10 inh	APJ agonist	tim23-1 inh	MPTP block
O=C(CN1C(=O)c2ccccc2C1=O)NCc1ccc(N2CCOCC2)cc1
  4	2	0	-11	9	-11	1	8	0.7
COc1cccc(CC(=O)Nc2ccc(S(=O)(=O)Nc3nccs3)cc2)c1
  -4	6	-2	-4	18	5	-2	8	-1.7
O=C(CCN1C(=O)C2C3CCC(C3)C2C1=O)OCC(=O)c1ccccc1 (stereo not drawn)
  2	14	2	-11	-5	5	5	9	-0.4

All compounds of this part, from the start:
Values run as follows: GRIN3A LBD mod	tim10-1 inh	MIN6 prolif	APJ antag	NLRP3 yeast inh	TIM10 inh	APJ agonist	tim23-1 inh	MPTP block
O=C(CN1C(=O)c2ccccc2C1=O)NCc1ccc(N2CCOCC2)cc1
  4	2	0	-11	9	-11	1	8	0.7
COc1cccc(CC(=O)Nc2ccc(S(=O)(=O)Nc3nccs3)cc2)c1
  -4	6	-2	-4	18	5	-2	8	-1.7
O=C(CCN1C(=O)C2C3CCC(C3)C2C1=O)OCC(=O)c1ccccc1 (stereo not drawn)
  2	14	2	-11	-5	5	5	9	-0.4
COc1cc(/C=N\NC(=O)c2ccc(-c3ccccc3)cc2)cc(OC)c1OC(C)=O
  -8	0	-5	-28	20	4	9	11	0.2
c1ccc(CNc2ncnc3sc4c(c23)CCC4)nc1
  -4	23	-3	-4	26	-30	-2	21	-1.1
O=C(NCCOc1ccccc1)C1=CC=CN2CCS(=O)(=O)N=C12
  -1	-6	3	6	-5	9	-4	-3	-0.7
O=C(N[C@H]1C/C=C\C[C@H](CC(=O)N(CCO)Cc2ccccc2)C(=O)N[C@H](Cc2c[nH]c3ccccc23)COC1=O)OCC1c2ccccc2-c2ccccc21
  0	20	-5	-9	14	5	0	16	0.6
Cc1cccc(-n2nc3c(c2NC(=O)C(C)C)CS(=O)(=O)C3)c1C
  -1	11	-2	19	6	-7	-2	8	0.0
O=C(O)Cc1sc(-c2ccc(Cl)cc2)nc1-c1ccccc1
  5	20	-2	8	9	13	0	14	0.9
C=CCNC(=O)CSc1nc2scc(-c3ccco3)c2c(=O)n1CC=C
  2	9	-3	16	11	-3	-4	27	1.4
COCCn1nnnc1C(c1cc2ccc(C)cc2[nH]c1=O)N(Cc1ccco1)Cc1cccs1 (stereo not drawn)
  -27	24	-2	-6	15	20	1	31	-0.8
CCN(C(=O)COC(=O)CCOc1cccc(C)c1)c1c(N)n(Cc2ccccc2)c(=O)[nH]c1=O
  0	0	-2	6	14	-3	10	-2	-0.4
CC1CCCCC12NC(=O)N(CC(=O)Nc1sc3c(c1C(N)=O)CCC3)C2=O (stereo not drawn)
  -1	0	-2	17	15	-3	-5	7	4.7
CCCCN(C(=O)C1=COCCO1)c1c(N)n(Cc2ccccc2)c(=O)[nH]c1=O
  0	43*	-1	11	23	-1	-2	23	-1.2
CN(Cc1ccccc1)C(=O)C1CCN(S(=O)(=O)c2ccc3nc4c(c(C(=O)O)c3c2)CCCC4)CC1
  -4	-6	-5	-15	-2	5	0	-1	-0.4
Cn1c(=O)c2c(nc(CN3CCN(C(=O)c4ccco4)CC3)n2Cc2ccccc2)n(C)c1=O
  0	4	2	12	4	14	-2	-9	1.3
O=C(CSc1nc2ccccc2s1)c1ccc(O)cc1O
  30*	-12	0	3	23	20	-2	13	2.0
O=C(NCCc1c[nH]c2ccccc12)C(=O)NCC1OCCN1S(=O)(=O)c1cc(F)ccc1F (stereo not drawn)
  -2	5	-2	-17	-31	0	1	14	-0.8
CCCCCCC(=O)N(O)C1CC(=O)N(c2ccc(F)cc2)C1=O (stereo not drawn)
  0	32	-4	8	9	24	2	31	8.5
CCc1n[nH]c(=S)n1/N=C/c1ccccn1
  -2	14	-2	11	28	-12	0	8	0.7
c1ccc2c(c1)nnn2CNc1nccs1
  -1	8	1	3	6	-10	4	20	-1.6
COc1ccc(NC(=O)C2CCCN(C(=O)Nc3cccc(OC)c3)C2)cc1 (stereo not drawn)
  0	-4	0	4	1	-16	1	5	0.1
C/C(=N\Nc1ccc([N+](=O)[O-])cc1)c1cc2ccccc2o1
  27*	24	-7	27	35	5	-4	24	39
O=C1c2ccccc2C(O)(c2ncc[nH]2)N1C1CCCCC1 (stereo not drawn)
  -1	-6	-2	17	6	-11	-5	-10	2.0
CC(C)N=C1CC(C)(C)CC(=O)/C1=C(/O)CCCN1C(=O)c2ccccc2C1=O
  -1	11	0	11	11	13	-1	-12	-0.1
Cc1c(Cl)cccc1NC(=O)CSC(N)=O
  1	19	-5	22	0	15	1	30	0.3
Cc1ccc(O)c(NC(=O)Cc2ccc3ccccc3c2)c1
  -9	12	-3	-24	36	-2	0	41	1.7
O=C(COc1ccc2c(-c3ccccc3)cc(=O)oc2c1)NC1CCS(=O)(=O)C1 (stereo not drawn)
  2	-12	0	-7	-4	8	-3	5	0.7
Cc1ccc(NC(=O)c2ccncc2)cc1S(=O)(=O)N(C)C
  -7	-4	0	-3	4	1	-1	12	0.2
CCCCCCN=C(C)C1=C(O)C(C(=O)OC)C(C)(C)CC1=O (stereo not drawn)
  1	6	-3	5	9	8	-3	10	0.5
CCN(CC)C(=O)C(=O)N/N=C/c1ccc(Cl)cc1Cl
  -1	-11	-3	14	12	-9	-4	12	1.0
O=C(CSc1ccccc1)Nc1ccc(C(=O)Nc2cccc(O)c2)cc1
  29*	-8	-1	-13	0	1	0	7	2.3
Cc1cc(C)cc(N(C(=O)c2csnn2)C(C(=O)NC(C)(C)C)c2ccccn2)c1 (stereo not drawn)
  0	11	-3	11	10	3	-3	9	0.0
Cc1sc2ncn(CCn3cnc4sc(C)c(C)c4c3=O)c(=O)c2c1C
  0	-7	-2	-18	-3	8	-2	10	22
COc1ccc(S(=O)(=O)N2CCOC2CNC(=O)C(=O)NCc2ccc(F)cc2)cc1OC (stereo not drawn)
  -1	-11	2	4	-3	13	5	4	-0.4
COc1ccccc1NC(=S)NCCc1ccc(Cl)cc1
  -4	40	-6	-2	-19	39	-5	3	0.1
CC(=O)N1CCc2cc(S(=O)(=O)CCC(=O)NCc3ccc(F)cc3)ccc21
  0	16	-1	7	7	12	9	-7	0.3
O=C(NCC1CCCO1)c1ccccc1NS(=O)(=O)c1ccc(F)cc1 (stereo not drawn)
  3	23	-2	-18	2	0	0	16	-0.2
CC12CC(NC(=O)N1CCc1ccccc1)c1cc(Cl)ccc1O2 (stereo not drawn)
  -1	-5	-3	-4	7	-5	-2	14	-1.1
CN(C)S(=O)(=O)c1ccc(NC(=O)COC(=O)c2ccccn2)cc1
  -1	-10	-1	1	6	0	-3	-6	0.9
C[C@@H](C(=O)Nc1nc2ccc(F)cc2s1)N1C(=O)C2CC=CCC2C1=O (stereo partly drawn)
  0	10	-5	-2	0	6	-2	18	-0.5
COc1ccccc1-n1ccnc1SCC(=O)NC1CCCC1
  0	6	-2	-20	-3	1	-1	26	1.4
CSCCC(NC(=O)c1ccccc1)C(=O)OCC(=O)Nc1ccc(C)c(Cl)c1 (stereo not drawn)
  1	25	-3	-24	13	-6	0	30	18
CC(=O)Nc1sc(C)c(C)c1C(=O)OCCOc1ccccc1
  8	15	-2	10	15	16	-2	10	0.3
O=C(COC(=O)c1cccc(S(=O)(=O)N2CCc3ccccc3C2)c1)NCc1ccco1
  0	41*	4	15	19	1	0	3	-12
NC(=O)[C@H]1CC2(CC(c3cccc(NC(=O)COc4ccc(Cl)cc4)c3)=NO2)CN1C(=O)[C@H]1CCC(=O)N1 (stereo partly drawn)
  4	4	3	-9	15	10	-2	6	0.5
Cc1nn(-c2ccccc2)c(C)c1NC(=O)COc1ccc(Cl)cc1Cl
  -1	24	-5	-36	15	12	2	48	3.2
O=C(Nc1cccc(C(=O)O)c1)/C(=C\c1ccco1)NC(=O)c1ccc(Br)o1
  0	3	-3	0	15	-2	-3	6	-1.1
CC1CCCC(C)N1C(=O)COC(=O)CNC(=O)C12CC3CC(CC(C3)C1)C2 (stereo not drawn)
  0	9	3	5	17	11	-5	-3	-1.4
O=C(Nc1ccc2c(c1)oc1ccc(S(=O)(=O)N3CCCC3)cc12)C1CC1
  -4	11	-1	4	13	14	-2	20	2.1
CC(=O)Nc1ccc(C(=O)COC(=O)C2CCCCC2)c(F)c1
  -1	35	3	14	11	23	-3	42	-0.4
COC(=O)CSc1nc2ccccc2c(=O)n1C
  0	14	-1	-23	15	-1	10	9	-0.5
COc1cc(C#N)ccc1OCC(=O)Nc1ccc(C)c(S(=O)(=O)N2CCOCC2)c1
  2	7	2	-19	-13	0	1	16	6.8
O=C(N/N=C/c1ccco1)c1ccc(NC(=O)c2ccccc2Cl)cc1
  -12	-27	-1	13	21	-4	-3	-6	-0.1
CCN1CCN(CCCNC(=O)C2c3ccccc3C(=O)N(C)C2c2ccc(OC)cc2)CC1 (stereo not drawn)
  0	1	3	8	8	-7	-4	-8	-0.1
CSc1ccccc1NC(=O)CN(C)CC(=O)Nc1ccc(S(=O)(=O)N2CCCC2)cc1
  0	-11	-4	1	9	-8	-4	-8	-1.5
Cc1ccc(CNC(=O)c2cc(=O)c3ccc(C)cc3o2)cc1
  -5	23	-1	13	19	5	-2	13	1.5
CC(C)Cn1c(N2CCN(C(=O)/C=C/c3ccccc3)CC2)nc2ccccc21
  -1	6	-2	-2	24	19	-4	34	1.3
CC(C)(C)n1ncc2c(=O)n(Cc3ccc(Cl)cc3Cl)cnc21
  -1	14	-1	-15	4	20	-4	20	5.2
Cn1c(N)c(C(=O)COC(=O)C2CCC(C(C)(C)C)CC2)c(=O)n(C)c1=O (stereo not drawn)
  -25	42*	-2	10	11	10	-3	19	-0.4

Next section.
Values run as follows: GRIN3A LBD mod	tim10-1 inh	MIN6 prolif	APJ antag	NLRP3 yeast inh	TIM10 inh	APJ agonist	tim23-1 inh	MPTP block
CC(C)C(NS(=O)(=O)c1cccs1)C(=O)N1CCc2ccccc2C1 (stereo not drawn)
  0	25	-2	8	24	23	-3	28	-0.2
COc1ccc2oc(C(=O)N3CCN(S(=O)(=O)c4cccc([N+](=O)[O-])c4)CC3)c(C)c2c1
  1	32	0	-50	21	14	17	33	-0.6
CC(=O)CCc1ccc2oc(C(=O)O)c(C)c2c1
  -3	1	-2	11	16	-15	-2	3	-2.3
O=C(NC1CCCCCC1)c1cccs1
  -1	-4	0	23	11	-23	-5	24	-1.4
Cc1[nH]n(-c2ccccc2)c(=O)c1C=NCCc1ccccc1
  0	13	-3	3	18	-3	-3	25	-0.5
O=C(NCCC1=CCCCC1)C1CCN(S(=O)(=O)c2ccccc2)CC1
  3	21	0	-7	16	11	-3	19	-0.3
COc1ccc(-c2nn(CCC#N)cc2/C=N/O)cc1
  0	1	0	-25	0	-2	-4	6	0.2
CC(NC(=O)CCNC(=O)N1CCn2c1nc1ccccc12)c1ccccc1 (stereo not drawn)
  -4	10	3	14	10	-3	-3	11	3.7

Outcome played no part in choosing rows. About 7.2% of those tested had a hit in this group.
